Compound activity: PubChem, several laboratories
KLK7 zymogen act: proKLK7 (human) activation, primary screen; P49862; purified proKLK7, EDANS-DABCYL substrate fluorescence; 100% is mature enzyme control, 0% vehicle; activation, % at 7 µM; 370,000 compounds, 0.9% hits; AID 652039;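 active = activation above the mean of all tested compounds plus 3 SD, computed per campaign excluding outliers beyond control limits, cut at about 13% in these data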
Rev-erbA mod: modulators of human Rev-erb alpha DNA binding. 370,000 compounds, 0.79% hits. Rev-erbα–FITC-DNA binding, fluorescence polarization, 90 min. activity, % at 10 µM. P20393;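 active = activity above about 14%, limit read from the data; passing the limit was not always enough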;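 note: 0% = DMSO wells with 35 nM protein and 100% = DMSO wells with 750 nM protein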
PLCb3 inh: inhibitors of human phospholipase C beta3 | Q01970 | Purified PLC-beta3, fluorogenic substrate, fluorescence | inhibition, % at 12.2 µM | 370,000 compounds, 0.18% hits | AID 720704; in the data active = inhibition above about 11%;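 note: 0% = median of compound wells on plate and 100% = full blocker control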
ARFGAP1 inh: rat ARFGAP1 inhibition; Q62848; Arfgap1-stimulated ARF1 GTP hydrolysis, GDP FP detection; inhibition, % at 16.5 µM; 360,000 compounds, 0.26% hits; AID 651572;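 active = inhibition above a per-plate limit, mean inhibition of low control wells plus 3 SD, cut at about 25% in these data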;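 note: 0% = DMSO wells with enzyme and 100% = wells lacking Arfgap1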
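Repeats: one replicate per compound; assay system: rat Arfgap1 catalytic domain, aa 1-136; times: enzyme reaction 120 min at 25 °C after 20 min preincubation; detection: FP of antibody-bound GDP Alexa 633 tracer, ex 620/em 688 nm; benchmarks: high control wells lacking Arfgap1, low control full reaction with DMSO; reagent: human ARF1(Δ1-17)-GTP substrate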
DDE Tn6 FP inh: disrupts Tn6 cyclic peptide binding to fibrin D-Dimer-E complex; P02675; Fibrin DD(E) TRITC-Tn6 fluorescence polarization displacement; inhibition, % at 8.3 µM; 370,000 compounds, 0.21% hits;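 active = inhibition above a per-campaign cutoff: mean of compounds within control limits plus 3 SD, cut at about 15% in these data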;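 note: 0% = median of all compound wells on the plate and 100% = blocking peptide control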
Target sequence (P02675 whole entry, looked up): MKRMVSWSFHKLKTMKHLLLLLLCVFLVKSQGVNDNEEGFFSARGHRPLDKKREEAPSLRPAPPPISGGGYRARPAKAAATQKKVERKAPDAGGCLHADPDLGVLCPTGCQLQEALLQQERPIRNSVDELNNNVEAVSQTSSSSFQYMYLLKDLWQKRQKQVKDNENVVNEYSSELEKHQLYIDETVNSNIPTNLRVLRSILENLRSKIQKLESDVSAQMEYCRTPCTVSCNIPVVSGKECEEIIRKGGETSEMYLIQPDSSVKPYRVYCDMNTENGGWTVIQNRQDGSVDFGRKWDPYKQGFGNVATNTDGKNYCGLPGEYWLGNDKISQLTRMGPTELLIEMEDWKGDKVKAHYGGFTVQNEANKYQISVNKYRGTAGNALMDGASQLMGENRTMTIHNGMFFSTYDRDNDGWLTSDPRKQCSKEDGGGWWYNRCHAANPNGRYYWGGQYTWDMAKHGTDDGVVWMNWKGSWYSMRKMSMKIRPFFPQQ
HGIII-sPLA2 inh: Inhibits HGIII-sPLA2 liposome hydrolysis, primary screen; Q9NZ20; QFRET BODIPY PC-A2 liposome hydrolysis, fluorescence; inhibition, % at 12.2 µM; 370,000 compounds, 0.56% hits; AID 743126;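 active = inhibition above mean plus 3 SD of compounds lying within the high and low control bounds, cut at about 19% in these data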;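 note: 0% = median of test compound wells and 100% = no enzyme DMSO wells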
Target sequence (Q9NZ20 whole entry, looked up): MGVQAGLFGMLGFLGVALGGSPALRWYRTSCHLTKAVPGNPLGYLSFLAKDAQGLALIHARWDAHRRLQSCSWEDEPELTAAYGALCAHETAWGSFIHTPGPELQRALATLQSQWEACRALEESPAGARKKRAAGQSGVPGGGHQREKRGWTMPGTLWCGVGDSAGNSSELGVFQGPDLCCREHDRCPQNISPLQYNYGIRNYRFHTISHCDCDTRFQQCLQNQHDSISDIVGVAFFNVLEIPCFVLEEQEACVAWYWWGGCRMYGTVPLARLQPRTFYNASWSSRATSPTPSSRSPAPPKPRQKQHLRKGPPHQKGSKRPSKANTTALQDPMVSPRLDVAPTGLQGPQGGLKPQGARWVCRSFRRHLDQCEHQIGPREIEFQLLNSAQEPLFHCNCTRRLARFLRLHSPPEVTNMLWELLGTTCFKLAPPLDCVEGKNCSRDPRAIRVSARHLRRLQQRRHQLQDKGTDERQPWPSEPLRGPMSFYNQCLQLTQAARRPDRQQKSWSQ
PLCg1 inh: inhibitors of human phospholipase C gamma1. purified PLC-gamma1, fluorogenic substrate, fluorescence. AID 720700. 370,000 compounds, 0.84% hits. P19174. inhibition, % at 12.2 µM; in the data active = inhibition above about 9.5%
DDE Tn7 FP inh: DD(E)-Tn7 binding inhibition, primary FP screen; P02675; FP displacement of FITC-Tn7 peptide from fibrin DD(E); 0% = median of compound wells per plate; inhibition, % at 8.3 µM; 370,000 compounds, 0.13% hits; AID 720508;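 active = inhibition above the mean of compounds falling within the control limits plus 3 SD of them, cut at about 14% in these data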;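 note: 0% = plate median of compound wells and 100% = 10 µM Aha-Tn7 peptide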
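Assay system: Fibrin-DD(E) protein isolated from polymerized human fibrin clots; read-out basis: percent inhibition; medium: Tris/NaCl/CaCl2 buffer, pH 7.8; signal: FP measurement; incubation: 10 min plus 3 h, room temperature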
UHRF1 MBD2 ctr: blocks human UHRF1 binding to methylated DNA | Q96T88 | UHRF1 binding to methylated oligo, TR-FRET | inhibition, % at 4.4 µM | 370,000 compounds, 0.75% hits; in the data active = inhibition above about 21%;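 note: UHRF1 SRA domain binding a hemimethylated CpG hairpin DNA probe; 0% = median of test compound wells and 100% = reference inhibitor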
ASAP1 GAP inh: inhibitors of human ASAP1 ArfGAP activity; ASAP1-stimulated ARF1 GTP hydrolysis, GDP FP detection; Q9ULH1; inhibition, % at 16.5 µM; 360,000 compounds, 0.19% hits; in the data active = inhibition above about 25%;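 note: 0% = vehicle with enzyme and substrate and 100% = no enzyme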
An asterisk follows results filed as active; x = not tested or not shown. An unsorted share of the library, and some 4.5% of all compounds hit somewhere here.

SMILES	KLK7 zymogen act	Rev-erbA mod	PLCb3 inh	ARFGAP1 inh	DDE Tn6 FP inh	HGIII-sPLA2 inh	PLCg1 inh	DDE Tn7 FP inh	UHRF1 MBD2 ctr	ASAP1 GAP inh
COc1ccc(OC)c(NC(=O)c2cc(-c3cc(C)ccc3O)n[nH]2)c1	0.3	-20	-9	3	1	-28	-2	-3	2	-7
Nc1c(C(=O)O)cnn1-c1ccccc1	0.2	4	0	-4	-11	-1	-1	-1	-1	-11
COc1ccc(N=Cc2c(O)n(-c3cccc(C)n3)c(=O)c3ccccc23)c(OC)c1	-0.1	53*	-11	2	0	3	-6	-3	-1	-4
COC(=O)c1ccc(CN2CCc3ccc(NC(=O)c4ccncc4)cc3C2)cc1	0.0	-5	-12	-9	6	-5	-6	4	-2	-16
Cc1cccc(NC(=S)/N=C(\N)Nc2nc(C)c3ccccc3n2)c1	-2.3	4	-1	-15	-2	6	-2	1	0	15
CCc1nc(C)cn1S(=O)(=O)c1cc(OC)c(C)cc1C	-0.3	-6	1	-10	12	7	2	2	1	-21
COC(=O)c1c(C)[nH]c(C)c1-c1ccccc1	0.0	1	-3	25*	-7	5	0	-4	-1	10
O=C(CC1SC(=O)N(Cc2ccccc2)C1=O)Nc1nccs1 (centres undefined)	0.1	-5	6	-3	3	-5	7	2	0	6
Cc1cccc(C(=O)N2CCC(Cc3ccccc3)CC2)c1[N+](=O)[O-]	-0.1	4	-2	-2	-2	-4	0	-8	1	13
COc1ccc(N2CCN(C(=O)c3ccc(CS(=O)c4cccc(Cl)c4)o3)CC2)cc1 (centres undefined)	0.9	-2	3	-12	-7	-3	1	0	-2	0
Brc1ccc(-c2nnc(-c3ccco3)o2)cc1	-0.2	-1	-3	1	1	-3	-4	-4	0	3
CCOC(=O)c1ccc(NC(=O)c2c(N)n(C)c(=O)[nH]c2=O)cc1	0.6	3	0	11	2	1	-2	7	1	10
O=S(=O)(c1cc(Cl)ccc1Cl)n1cccn1	-0.1	10	3	-4	-2	1	2	-1	0	-9
CCOC(=O)C(CC(=O)O)N1CCCCC1 (centres undefined)	-0.2	-1	4	-7	3	-4	6	7	17	3
CCN(CC)CCNC(=O)c1ccc(NC(=O)C2CCN(S(=O)(=O)c3ccc4c(c3)OCCO4)CC2)cc1	0.3	-3	-2	-1	1	-3	-1	-3	0	-12
COc1cc(C(=O)Nc2c(C(=O)O)[nH]c3ccccc23)cc(OC)c1OC	-0.9	-2	-13	-6	-2	-3	-4	4	0	-6
COC(=O)c1cccnc1NC(=S)NNC(=O)c1ccncc1	-0.1	5	4	7	2	2	2	3	-2	-4
O=c1cc(-c2ccsc2)oc2ccc(-c3ccc4cc[nH]c4c3)cc12	-2.9	1	-82	5	-4	-22	-59	4	-4	-1
CCOc1ccc(-n2c(SC(C)C)nc3c(c2=O)SCC3)cc1	0.2	5	2	-3	6	5	4	-6	0	-1
Cc1ccc2[nH]c3c(=O)n(N)c(=O)[nH]c3c2c1	-7.9	2	-76	5	-3	1	-68	-2	-5	-8
CC1CN=C(N(C(=O)Nc2ccccc2)C(C)C)S1 (centres undefined)	-0.6	1	2	0	5	1	2	7	2	-7
Cc1cc(NC(=O)c2cccs2)cc(-c2nc3ncccc3o2)c1O	0.1	71*	-25	10	-2	3	-11	-5	2	-22
Cc1ccccc1C(=O)Nc1scc(-c2ccc(Br)cc2)c1C(=O)O	0.4	-4	-30	-11	-1	4	-20	-1	1	-9
Cc1ccc(O)c(CP(=O)(c2ccccc2)c2ccccc2)c1	-0.2	-2	4	8	2	-5	7	-4	-2	2
CCC[C@H]1CN(Cc2cccnc2)C(=O)[C@@H]1CC(=O)Nc1ccc(Br)cc1	-0.2	-1	1	-9	-8	-5	2	3	-1	0
The listing continues.
SMILES	KLK7 zymogen act	Rev-erbA mod	PLCb3 inh	ARFGAP1 inh	DDE Tn6 FP inh	HGIII-sPLA2 inh	PLCg1 inh	DDE Tn7 FP inh	UHRF1 MBD2 ctr	ASAP1 GAP inh
COc1ccccc1CN1CC(C(=O)N2CCN(c3ccc(F)cc3)CC2)CC1=O (centres undefined)	0.2	-2	1	5	-8	-6	1	4	-1	8
CN(C)C(=O)N1CCN(C(=O)[C@H](CCc2ccccc2)NC(=O)[C@H]2O[C@@H](n3cnc4c(N)ncnc43)[C@H](O)[C@@H]2O)CC1	0.3	-2	2	1	-6	-1	0	-6	-1	-5
CN(C)c1nc(NCc2ccccc2)nc(SCC(=O)Nc2ccccc2Cl)n1	-0.8	8	0	3	4	-5	1	-5	7	-7
CCOC(=O)Cn1c(=O)cc(C)c2cccc(C)c21	0.0	x	-6	30*	5	10	2	2	2	6
COCCOC(=O)C1=C(C)NC(=O)NC1c1ccc(Cl)cc1 (centres undefined)	0.2	2	3	-5	-4	4	3	-4	0	1
N#CC1=C(SCc2ccccc2)NC(=O)C(C#N)C12CCCC2 (centres undefined)	-0.1	0	-2	2	1	-1	-2	-3	-5	3
O=S(=O)(Nc1ccc(-c2nc3ccccc3o2)cc1)c1ccccc1	-0.4	-4	-33	-6	4	-63	-25	1	5	2
O=C(CNS(=O)(=O)c1ccccc1Br)OCC(=O)N1CCc2ccccc21	-0.5	1	-1	8	-6	-11	0	3	-1	4
CCn1c(SCC(=O)Nc2ccccc2OC)nc(O)cc1=O	-0.2	-3	-5	-7	-4	-9	1	-5	-1	3
OC(CN1CCNCC1)Cn1c2ccccc2c2ccccc21 (centres undefined)	-0.3	-4	-2	-7	-9	19	-1	-6	1	11
COc1cccc(C(=O)Nc2ccccc2N2CCN(C(=O)c3ccccc3)CC2)c1	0.3	-1	-6	-8	0	-9	6	0	1	-12
CCCCOc1ccc(OCCSc2nc3ccccc3n2CC(=O)O)cc1	-0.7	-3	-7	-1	-5	-5	-1	-1	0	-13
CCCCC(=O)Nc1cccc(NC(=O)CC)c1	0.2	1	5	1	-12	7	0	5	2	3
N#CC(c1ccc(Cl)cc1)c1ccc(Cl)nn1 (centres undefined)	-0.2	1	12*	-10	4	11	8	5	2	7
C=CCc1cc(OC)ccc1OCCN(C)Cc1ccccc1	-0.7	-2	-2	4	1	1	1	-3	2	4
O=C(O)c1csc(Br)c1Br	-0.3	-6	4	-4	3	3	5	3	0	4
COC(=O)c1cc(S(=O)(=O)NCc2ccccc2OC)cn1C	-0.2	-5	-4	3	4	2	3	-5	1	-10
Cc1ccc(C)c(NC(=O)NNS(=O)(=O)c2ccc(C)c(C)c2)c1	-0.7	5	-4	18	-8	-1	3	-6	0	-2
COCCCN1C(=O)N(c2ccccc2)C(=O)C1CC(=O)Nc1ccccc1 (centres undefined)	-1.0	1	-1	6	-3	16	8	6	7	12
CC(C)C[C@@H]1COc2cc(Br)ccc2S(=O)(=O)N1Cc1cn(Cc2ccco2)nn1	0.7	-3	2	x	-5	-2	1	-2	-3	x
O=C(O)c1ccc(CSc2nc3c(c(=O)[nH]2)CCC3)cc1	0.7	3	-3	-3	-12	15	-1	-1	2	-2
COc1cccc(/C=C2\SC(=S)N(CCCC(=O)N3CCCC3)C2=O)c1	-0.1	3	-7	-8	0	0	1	7	0	-4
CCNC(=O)C1(C)CCN1CCS(=O)(=O)c1ccc(C)cc1 (centres undefined)	1.0	7	13*	1	-5	-4	2	-5	3	-5
CCCCC(NC(C)=O)c1nc2ccccc2n1CCCC (centres undefined)	0.2	5	1	-7	-6	-4	2	1	2	5
O=C(CNS(=O)(=O)c1ccccc1)N1CCN(C(=O)c2ccco2)CC1	0.2	-4	7	0	0	7	3	3	-2	-8

The list goes on, starting with the last 5 of the part before.
SMILES	KLK7 zymogen act	Rev-erbA mod	PLCb3 inh	ARFGAP1 inh	DDE Tn6 FP inh	HGIII-sPLA2 inh	PLCg1 inh	DDE Tn7 FP inh	UHRF1 MBD2 ctr	ASAP1 GAP inh
O=C(O)c1ccc(CSc2nc3c(c(=O)[nH]2)CCC3)cc1	0.7	3	-3	-3	-12	15	-1	-1	2	-2
COc1cccc(/C=C2\SC(=S)N(CCCC(=O)N3CCCC3)C2=O)c1	-0.1	3	-7	-8	0	0	1	7	0	-4
CCNC(=O)C1(C)CCN1CCS(=O)(=O)c1ccc(C)cc1 (centres undefined)	1.0	7	13*	1	-5	-4	2	-5	3	-5
CCCCC(NC(C)=O)c1nc2ccccc2n1CCCC (centres undefined)	0.2	5	1	-7	-6	-4	2	1	2	5
O=C(CNS(=O)(=O)c1ccccc1)N1CCN(C(=O)c2ccco2)CC1	0.2	-4	7	0	0	7	3	3	-2	-8
O=c1nc(N2CCCCC2)nc2n1CCO2	0.6	-5	2	-10	-3	1	0	4	17	3
CNc1cc(F)nc(F)n1	0.5	4	3	7	5	4	5	-7	4	8
CCOC(=O)c1[nH]c2cc(OC)c(OC)cc2c1NC(=O)c1nonc1C	-0.7	-1	0	8	-10	3	1	0	1	3
CC[C@@H]1C=C(C(=O)O)[C@H](c2ccc(OC)c(OC)c2)N1S(=O)(=O)c1ccc(C)cc1	0.5	-2	0	1	-1	1	-1	5	1	14
COc1ccc(-c2c(-c3ccc(OC)cc3O)nc(C)nc2C(F)(F)F)cc1	-0.2	-5	-5	14	1	0	0	3	1	9
CC(O)(c1ccc(F)c(F)c1)c1nc(-c2csc3ccccc23)cs1 (centres undefined)	-0.4	-9	-2	18	-4	-2	1	-2	0	-2
Cc1ccc(/C=C/C(=O)O)cc1S(=O)(=O)NCCCC(=O)O	-0.4	-5	1	2	-1	1	-2	2	0	3
COc1cccc(OC)c1NC(=O)Cc1nn(C)c(=O)c2ccccc12	0.5	-8	1	-13	11	-3	1	-1	-1	-10
CCOc1nc(-c2ccccc2O)nc2ccccc12	0.0	-1	-12	-3	3	16	-4	-2	5	6
Cc1cccc(N(Cc2ccccc2F)S(C)(=O)=O)c1	-0.4	2	0	-4	4	1	-1	-6	-2	-5
COc1ccc(C(=O)Nc2cc(OC)c(Cl)cc2Cl)cc1	-0.2	1	1	3	1	2	2	-2	1	6
O=C(Nc1ccccc1Cl)c1ccc2c(c1)N(Cc1ccc(F)cc1)C(=O)CS2=O (centres undefined)	0.5	6	-2	4	1	-16	-2	-11	-1	1
CN(CC(=O)Nc1ccccc1Cl)C(=O)CSc1nnc(-c2ccco2)o1	0.5	-4	1	13	7	-5	1	2	1	-14
Cc1ccc(CN2CCN(Cc3cnc(N4CCOCC4)s3)CC2CCO)o1 (centres undefined)	0.5	0	-3	-5	-1	0	-3	1	1	6
N#C/C(=C\c1c(N2CCC(C(N)=O)CC2)nc2ccccn2c1=O)C(=O)NCc1ccco1	0.3	5	-49	-3	-4	7	-49	1	-2	12
Cc1ccc(C)c(-c2nnc(NC(=O)c3ccc([N+](=O)[O-])o3)o2)c1	0.0	1	-6	-6	-3	0	-4	0	-2	-4
O=C(Nc1ccccn1)c1csc2c1CCCC2	-0.9	-1	4	-2	0	1	-1	-3	0	3
Cc1cc(OCCCC(=O)Nc2cccc(-n3cnnn3)c2)ccc1Cl	0.6	0	-8	3	-8	-44	0	6	-2	16
